ELG1 repair inh: qHTS screen for small molecules that inhibit ELG1-dependent DNA repair in human embryonic kidney (HEK293T) cells expressing luciferase-tagged ELG1 | HEK293T ELG1-luciferase reporter, luminescence, 16 h; DNA damage induced by 5-fluorouridine | Potency, µM (doses to about 46.1 µM), without a hit: at the highest dose activity change, negative = inhibition, usual class: inhibitors | 330,000 tested, 2.3% active | AID 504467, 2011; further: potency means the concentration at half of the fitted maximal effect; on the % scale 0 is the no-effect control and ±100 the full control effect; nearly all actives have a fitted effect of over 55% in size
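Reporter activity after DNA damage by 5-fluorouridine is monitored. Compound-treated cells incubate 16 hr at 37 °C, then ONE-Glo is added for 30 min before luminescence reading.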
TCR act: Activators of T cell receptors: qHTS campaign; primary human leukocytes, anti-CD3, IL-2 HTRF, 48 h; 330,000 tested, under 10 active; Potency, µM (titrated, usually from 9.22 µM), for inactives: top-dose activation of IL-2 secretion, hits mostly activators; further: % of control where 0% means no effect
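Activity was scored as IL-2 release from primary human leukocytes given only a TCR signal (a-CD3 beads) plus compound for 48 hr. Detection used a two-antibody HTRF format read at 665nm.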
PTAP TSG101 blk: qHTS Assay for Iinhibitors of HIV-1 Budding by Blocking the Interaction of PTAP/TSG101; AID 493005, 2010; Potency, µM (highest dose often 115 µM), without a hit: at the highest dose activity change, negative = inhibition, most hits filed as inhibitors; 340,000 tested, under 10 active; Fluorescence polarization, FITC-PTAP peptide / Tsg101 binding; Tumor susceptibility gene 101 protein (Homo sapiens), Q99816; active means well fitted inhibition curve with a large enough effect in the main read-out, with a control signal flat, not every such curve was filed as active; inconclusive means small, poorly fitted or top-dose-only effect, or effect the other way, or a change in a side signal; inactive means no such curve, though single readings can be large or run the other way; further: potency means the concentration at half of the fitted maximal effect; % of control where 0% means no effect
Target sequence (Q99816 whole entry, looked up): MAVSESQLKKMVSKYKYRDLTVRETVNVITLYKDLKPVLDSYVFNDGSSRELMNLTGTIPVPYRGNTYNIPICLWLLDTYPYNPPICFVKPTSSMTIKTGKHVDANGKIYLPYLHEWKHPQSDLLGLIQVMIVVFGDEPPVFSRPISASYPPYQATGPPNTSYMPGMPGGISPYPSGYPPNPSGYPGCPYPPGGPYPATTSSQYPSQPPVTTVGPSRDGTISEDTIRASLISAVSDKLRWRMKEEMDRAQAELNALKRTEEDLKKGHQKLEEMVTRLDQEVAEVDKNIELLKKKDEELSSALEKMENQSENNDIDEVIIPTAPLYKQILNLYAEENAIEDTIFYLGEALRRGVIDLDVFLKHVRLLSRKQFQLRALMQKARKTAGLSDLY
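Fluorescence anisotropy tracks displacement of a FITC-tagged PTAP peptide (50 nM) from the Tsg101 binding domain (10 uM), following a 20 min room-temperature incubation at pH 7.5.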
A-T KAP1 phos: qHTS Assay for Identifying a Potential Treatment of Ataxia-Telangiectasia; […] A-T fibroblasts, KAP-1 phosphorylation AlphaLISA; neocarzinostatin DNA damage 30 min before lysis; Potency, µM (top dose mostly 57.5 µM), inactives show top-dose activation, most hits filed as activators; 320,000 tested, 0.19% active; further: potency means the concentration at half of the fitted maximal effect; % of control where 0% means no effect; nearly all actives have a fitted effect of over 45% in size
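ATM-like activity read as KAP-1 phosphorylation via AlphaLISA donor/acceptor antibody pairs after lysis and 6 hr at 25C. Cells were ATM-null patient fibroblasts ([…], hTERT), dosed 60 min, then exposed to the DSB inducer NCS for 30 min.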
Eya2 phos inh: qHTS Assay for Inhibitors of the Phosphatase Activity of Eya2. Potency, µM (top dose mostly 76.9 µM), without a hit: top-dose activity, negative = inhibition, most hits filed as inhibitors. Protein phosphatase EYA2 (Homo sapiens), O00167. 330,000 tested, 0.006% active. AID 488837, 2010. recombinant Eya2, OMFP fluorescence dephosphorylation (OMFP is methylfluorescein phosphate); further: potency means the concentration at half of the fitted maximal effect; on the % scale 0 is the no-effect control and ±100 the full control effect
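Eya2 protein (added as 0.2 uM solution) was preincubated with compound for 10 min at ambient temperature in 50 mM HEPES pH 7.5, 50 mM NaCl, 5 uM MgCl2, 0.05% BSA, 1 mM DTT. OMFP (added at 50 uM) then reacted 10 min; fluorescence read at 485/525 nm.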
Tb PFK block: qHTS Assay to Find Inhibitors of T. brucei phosphofructokinase; ATP-dependent 6-phosphofructokinase (Trypanosoma brucei brucei), O15648; T. brucei PFK, ADP-Glo luminescence; Potency, µM (titrated, usually from 57.5 µM), without a hit: top-dose activity, negative = inhibition, usual class: inhibitors; 330,000 tested, 0.17% active;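 further: potency means the concentration at half of the fitted maximal effect; 0% = uninhibited 1x PFK enzyme wells and -100% = no-enzyme wells; nearly all actives have a fitted effect of over 60% in size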
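1.25 nM PFK with 0.5 mM F6P and 0.1 mM ATP in 0.1 M TEA pH 8.0, 5 mM MgCl2, incubated 45 min at room temperature; ADP measured by ADP-Glo luminescence; compounds titrated up to 57 uM.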
TSHR antagonist: Antagonists of the Thyroid Stimulating Hormone Receptor: HTS campaign. Thyrotropin receptor (Homo sapiens), P16473. TSHR-expressing cells, TSH-stimulated cAMP HTRF, 2 h; hits give low values. activity change, negative = inhibition, % at 11.5 µM. 330,000 tested, 0.2% active. AID 504810, 2011;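 active means activity change below a set negative limit, meaning inhibition stronger than a set level, cut at about -70% in these data; inconclusive means activity change between two set negative limits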; further: on the % scale 0 is the no-effect control and ±100 the full control effect
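Antagonism was scored as loss of TSH-driven cAMP in TSHR cells, stimulated with 4nM TSH (EC80) for 2 hours at 37 deg C and detected by homogeneous HTRF competition immunoassay.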
Mito fusion yeast: qHTS Assay for Small Molecule Inhibitors of Mitochondrial Division or Activators of Mitochondrial Fusion; S. cerevisiae fusion-defective mutant growth rescue, CellTiterGlo 48 h; Potency, µM (series often up to 46.1 µM), for the others: at the top dose growth rescue (activation), hits mostly activators; 320,000 tested, 0.23% active; AID 485298, 2010;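 further: potency means the concentration at half of the fitted maximal effect; % of control where 0% means no effect; nearly all actives have a fitted effect of over 45% in size; temperature-sensitive fusion mutants such as fzo1-1 at 37 °C on non-fermentable ethanol glycerol medium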
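Luminescent cell viability in 1536-well qHTS format served as the measure of rescued growth in ts fusion-mutant S. cerevisiae cultured on non-fermentable YPEG for 48 hours at 37C.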
a7 integrin act: qHTS for Activators of Integrin-Mediated Alleviation for Muscular Dystrophy | alpha7betagal myoblasts, beta-gal FDG fluorescence, 48 h | Potency, µM (doses to about 38.3 µM), without a hit: at the highest dose activation, usual class: activators | 350,000 tested, 0.064% active;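 further: potency means the concentration at half of the fitted maximal effect; 100% = response of the positive control SU9516; nearly all actives have a fitted effect of over 60% in size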
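Alpha7betagal+/- myoblasts (passage 13) were plated 16-24 hr, then exposed to compounds (1:260 dilution of DMSO stock) for 48 hours at 37C. After MPER lysis, β-galactosidase reporter activity was read as FDG fluorescence (ex 480/em 540) after 30 minutes.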
Chronic BCR inh: qHTS Assay to Find Inhibitors of Chronic Active B-Cell Receptor Signaling. ABC-DLBCL IkBa-CBG/CBR reporter, luminescence ratio, 4 h. Potency, µM (highest dose often 46.1 µM), for inactives: top-dose ratio change, negative = lower green/red ratio, usual class: inhibitors. 340,000 tested, 0.05% active; active means well fitted inhibition curve with a large enough effect in the signal ratio, with a control signal flat, not every such curve was filed as active; inconclusive means small, poorly fitted or top-dose-only effect, or effect the other way, or a change in a side signal; the % refers to the signal ratio;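 further: potency means the concentration at half of the fitted maximal effect; plate controls were basal doxycycline-induced cells for no effect and cells given 10 µM MG132 for full effect; MG132 reads +100%, hits lower the ratio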
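Doxycycline induced both beetle luciferases in TMD8 lymphoma cells; IKK-driven degradation limits the IkappaBalpha-fused green signal, while red luminescence normalises for cell number and nonspecific effects. Compounds tested up to 46 uM, 4 hrs.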
ASM inhibitor: Inhibitors of Secretory Acid Sphingomyelinase (S-ASM): qHTS. Sphingomyelin phosphodiesterase (Homo sapiens), P17405. placental ASM, HMU-PC fluorogenic substrate, 60 min. Potency, µM (series often up to 57.5 µM), for inactives: at the highest dose activity change, negative = inhibition, usual class: inhibitors. 340,000 tested, 0.006% active; further: potency means the concentration at half of the fitted maximal effect
Target sequence (P17405 47-631 limits assumed): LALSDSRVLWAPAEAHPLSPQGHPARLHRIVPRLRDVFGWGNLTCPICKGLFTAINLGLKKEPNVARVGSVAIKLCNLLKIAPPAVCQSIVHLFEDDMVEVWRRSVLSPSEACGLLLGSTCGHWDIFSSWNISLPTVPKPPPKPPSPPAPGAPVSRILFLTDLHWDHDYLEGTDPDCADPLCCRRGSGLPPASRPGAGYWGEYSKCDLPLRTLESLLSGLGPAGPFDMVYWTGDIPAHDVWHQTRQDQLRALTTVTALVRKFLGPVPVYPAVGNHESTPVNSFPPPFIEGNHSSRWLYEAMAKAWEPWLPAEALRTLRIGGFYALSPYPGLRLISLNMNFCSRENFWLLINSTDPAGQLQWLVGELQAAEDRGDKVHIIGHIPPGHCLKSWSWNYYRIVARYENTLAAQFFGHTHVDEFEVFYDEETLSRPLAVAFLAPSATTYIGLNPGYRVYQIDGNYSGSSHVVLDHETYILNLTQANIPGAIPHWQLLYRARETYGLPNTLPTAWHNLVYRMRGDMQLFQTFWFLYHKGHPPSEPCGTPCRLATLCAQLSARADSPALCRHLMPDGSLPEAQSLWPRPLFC
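Human placenta-derived ASM enzyme was preincubated with compound for 10 minutes at room temperature, then given fluorogenic substrate HMU-PC0 (9 uM final) for 60 minutes at 37 °C; a pH 10 stop preceded fluorescence reading at Ex 386/Em 447 nm.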
Numbers without * were called inactive; ? = inconclusive; nt = not tested or not shown; [ ] = dose if it differs, or a comment. Unless noted, the call rests on the fitted dose curve; in most records, active means well fitted curve in the direction sought with a large enough effect; inconclusive means small, poorly fitted or top-dose-only effect, or another doubt; inactive means no such curve, though single readings can be large; an effect the other way counts as inactive or inconclusive. Compounds were not picked by outcome. About 3.2% of those tested had a hit in this group.

SMILES	ELG1 repair inh	TCR act	PTAP TSG101 blk	A-T KAP1 phos	Eya2 phos inh	Tb PFK block	TSHR antagonist	Mito fusion yeast	a7 integrin act	Chronic BCR inh	ASM inhibitor
Cc1ccc(OCc2nc(C#N)c(N3CCCCC3)o2)cc1	14%	-1%	-2%	1%	-7%	-5%	-7	2%	31%	13%	5%
CC(C)OCC(O)CN1CCN(CC(O)COc2ccc3c(c2)OCO3)CC1 (stereo not given)	0%	2%	-2%	-3%	3%	8%	-1	-5%	0%[7.66 µM]	5%	-2%
COc1ccc(N2CCN(c3oc(COc4ccccc4)nc3C#N)CC2)cc1	0%	0%[46.1 µM]	0%	-6%	2%	-4%	-11	16%	9%	-1%	-5%
Cc1ccc(N(CC(=O)Nc2c(C)cccc2C)S(C)(=O)=O)cc1	0%	3%	-3%	-6%	3%	2%	3	4%	23%	-15%	1%
CN(C(=O)c1cc2n(n1)C(C(F)(F)F)CC(c1ccco1)N2)c1ccccc1 (stereo not given)	4%	3%	-1%	4%	26%	-10%	13	3%	-11%	26%	3%
NC(=O)c1c(N)sc2c1CCCCC2	-7%	3%	-1%	-8%	9%	?	-13	2%	-19%	1%	30%
COc1cc(NS(=O)(=O)c2ccc(NC(=O)/C=C/C(=O)O)cc2)nc(OC)n1	5%	nt	0%	-9%	1%	16%	22	0%	23%	-2%	11%
CCc1ccc(-c2cc3c(=O)n(CC(=O)NCCCN4CCN(Cc5ccccc5)CC4)nc(C)n3n2)cc1	?	0%	1%	2%	0%	-1%	0	6%	-19%	0%	-6%
O=C(CN(Cc1cccs1)C(=O)CSc1nnc(COc2ccccc2)o1)NC1CCCC1	?	6%	-1%	0%	0%	21%	-3	4%	30%	-5%	2%
COc1ccc(S(=O)(=O)c2nnn(-c3ccccc3Cl)c2N)cc1	-20%	-19%	-2%	0%	-19%	1%	-1	2%	?	7%	4%
CN1/C(=C\C(=O)COC(=O)c2ccccc2O)C(C)(C)c2ccccc21	?	-2%	1%	19%	4%	0%	-12	3%	-36%	1%	41%
COc1ccc(-c2nc(-c3ccccc3)nc(N3CCN(C)CC3)c2C#N)cc1	21µM*	3%	1%	1%	-1%	0%	-4	-5%	1%	8%	-4%
COc1ccccc1C(CNC(=O)C(C)(C)Oc1ccc(Cl)cc1)N1CCCC1 (stereo not given)	-7%	-2%	-2%	-1%	5%	-2%	-2	-6%	-32%	-1%	2%
Cc1ccc(C2(C)NC(=O)N(CC(=O)N(Cc3ccccc3)C(C)(C)C)C2=O)cc1 (stereo not given)	?	1%	-5%	1%	-12%	0%	2	-5%	0%	-6%	3%
C[C@H](CO)N1C[C@H](C)[C@@H](CN(C)Cc2ccc3c(c2)OCO3)Oc2c(NS(C)(=O)=O)cccc2C1=O	3%	-3%	-4%	-3%	-5%	-6%	10	nt	14%	?	1%
Cc1nn(C)c(C(=O)N/N=C/c2ccc(C(F)(F)F)cc2)c1[N+](=O)[O-]	2%	1%[46.1 µM]	-2%	9%	-6%	-4%	5	-6%	17%	6%	1%
Cc1nc(OCc2ccccc2)c2ccccc2n1	-14%	-2%	-10%	10%	?	1%	-36	-7%	-16%	9%	-4%
COc1cc([N+](=O)[O-])ccc1-c1ccc(/C=N\n2cnnc2)o1	2%	nt	-7%	6%	-13%	-7%	4	1%	-21%	4%	1%
C/C(=C\c1ccco1)C1C(C#N)=C(N)Oc2n[nH]c(-c3ccccc3)c21 (stereo not given)	-21%	-21%	-4%	1%	-11%	2%	-18	-2%	0%	-10%	-24%
C#CCNC(=O)C1=C[C@H](c2ccc3c(c2)OCO3)[C@@H](CCCO)[C@H](OCC)O1	2%	-2%	0%	-6%	12%	-2%	1	0%	1%	1%	4%
C[C@@H]1CC2[C@@H]3CC[C@H]4CC(=O)CC[C@]4(C)C3=CC[C@]2(C)[C@@]1(O)C(=O)CO (stereo not given in full)	4%	0%	-2%	14%	-5%	20%	-13	?	-10%	2%	4%
CCOC(=O)CNC(=O)CSc1nnc(Cn2cnc3ccccc32)n1C	5%	-62%	-5%	2%	14%	0%	-3	1%	12%	0%	-1%
CCOc1ccc(NC(=O)c2cccs2)c([N+](=O)[O-])c1	?	-3%	4%	7%	-3%	6%	45	-2%	23%	3%	1%
O=C(CN1C(=O)C(=O)N(C2CCCC2)C1=O)NCCc1ccc(Cl)cc1Cl	5%	-2%	-1%	-6%	9%	6%	0	2%	-7%	?	7%
O=C(CSc1nnc(COc2ccccc2)o1)N1CCOCC1	14%	-15%	1%	-3%	2%	-2%	9	-3%	12%	11%	5%
Cc1ccc(C)c(CSc2ncccc2C(=O)O)c1	-1%	6%	-2%	5%	-3%	-4%	-3	3%	4%	-1%	6%
OCc1ncc(-c2ccccc2)s1	?	-10%	-5%	3%	2%	-15%	5	-1%	10%	0%	3%
CCOc1ccccc1/C=N/NC(=O)c1nnn(-c2nonc2N)c1CN1CCCC1	1%	-2%	4%	-5%	0%	2%	3	-1%	18%	-4%	-2%
O=C(C[n+]1ccc(-c2ccccc2)cc1)Nc1ccc([N+](=O)[O-])cc1	-15%	-6%	-3%	-14%	-14%	-3%	0	-9%	-16%	3%	-1%
CC(=O)Nc1ccc(C(=O)COC(=O)C2CCCCC2)c(F)c1	?	1%	-1%	1%	9%	10%	-1	?	-6%	?	-9%
Cc1ccc(C2=CSC3=NNC4(CCCCC4)NN23)cc1	-1%	9%	0%	8%	-22%	0%	-1	0%	-38%	0%	2%
Cn1c(=O)[nH]c(=O)c2c1nc(N1CCc3ccccc3C1)n2CCSc1nc2ccccc2s1	?	-7%	-6%	-10%	5%	-10%	1	-3%	22%	7%	2%
COc1ccc(OC)c(CN2CCN(C(=O)[C@@H](NC(=O)c3cccc(C)c3)C(C)C)CC2)c1	?	-7%	-1%	-3%	8%	2%	2	-1%	3%	-1%	5%
CC(C)OCCCNC(=O)c1cccs1	2%	-1%	-8%	-1%	-6%	1%	4	-4%	-29%	?	1%
Cc1noc(C)c1NC(=O)N(C)C[C@H]1Oc2ccc(NC(=O)c3ccncc3)cc2C(=O)N([C@H](C)CO)C[C@@H]1C	13%	9%	-7%	21%	-29%	1%	-2	nt	-3%	-3%	0%
COc1ccc2[nH]c3c(c2c1)CCN1C(=O)C(CC(=O)NCc2ccco2)C[C@H](C(=O)N2CCCCC2)[C@@]31C (stereo not given in full)	-8%	3%[46.1 µM]	-4%	-1%	3%	0%	35	nt	6%	0%	1%
C=CCn1c(C)cc(-c2csc(NCC)n2)c1C	?	10%	-1%	0%	9%	-2%	7	7%	-56%[inhibitor]	-7%	-6%
CNC(=O)C1CCN(S(=O)(=O)c2c(C)noc2/C=C/c2ccccc2F)CC1	?	0%	1%	0%	4%	4%	-2	1%	-13%	2%	3%

High-throughput results as filed in PubChem BioAssay.
